Screening results as filed in PubChem.
TcdB inh = blocks C. difficile toxin B glycohydrolase activity; P18177; inhibition, % at 9.99 µM; TcdB glycohydrolase enzymatic assay, plate reader; 350,000 compounds, 0.24% hits; in the data active = inhibition above about 10%
Target sequence (P18177 whole entry, looked up): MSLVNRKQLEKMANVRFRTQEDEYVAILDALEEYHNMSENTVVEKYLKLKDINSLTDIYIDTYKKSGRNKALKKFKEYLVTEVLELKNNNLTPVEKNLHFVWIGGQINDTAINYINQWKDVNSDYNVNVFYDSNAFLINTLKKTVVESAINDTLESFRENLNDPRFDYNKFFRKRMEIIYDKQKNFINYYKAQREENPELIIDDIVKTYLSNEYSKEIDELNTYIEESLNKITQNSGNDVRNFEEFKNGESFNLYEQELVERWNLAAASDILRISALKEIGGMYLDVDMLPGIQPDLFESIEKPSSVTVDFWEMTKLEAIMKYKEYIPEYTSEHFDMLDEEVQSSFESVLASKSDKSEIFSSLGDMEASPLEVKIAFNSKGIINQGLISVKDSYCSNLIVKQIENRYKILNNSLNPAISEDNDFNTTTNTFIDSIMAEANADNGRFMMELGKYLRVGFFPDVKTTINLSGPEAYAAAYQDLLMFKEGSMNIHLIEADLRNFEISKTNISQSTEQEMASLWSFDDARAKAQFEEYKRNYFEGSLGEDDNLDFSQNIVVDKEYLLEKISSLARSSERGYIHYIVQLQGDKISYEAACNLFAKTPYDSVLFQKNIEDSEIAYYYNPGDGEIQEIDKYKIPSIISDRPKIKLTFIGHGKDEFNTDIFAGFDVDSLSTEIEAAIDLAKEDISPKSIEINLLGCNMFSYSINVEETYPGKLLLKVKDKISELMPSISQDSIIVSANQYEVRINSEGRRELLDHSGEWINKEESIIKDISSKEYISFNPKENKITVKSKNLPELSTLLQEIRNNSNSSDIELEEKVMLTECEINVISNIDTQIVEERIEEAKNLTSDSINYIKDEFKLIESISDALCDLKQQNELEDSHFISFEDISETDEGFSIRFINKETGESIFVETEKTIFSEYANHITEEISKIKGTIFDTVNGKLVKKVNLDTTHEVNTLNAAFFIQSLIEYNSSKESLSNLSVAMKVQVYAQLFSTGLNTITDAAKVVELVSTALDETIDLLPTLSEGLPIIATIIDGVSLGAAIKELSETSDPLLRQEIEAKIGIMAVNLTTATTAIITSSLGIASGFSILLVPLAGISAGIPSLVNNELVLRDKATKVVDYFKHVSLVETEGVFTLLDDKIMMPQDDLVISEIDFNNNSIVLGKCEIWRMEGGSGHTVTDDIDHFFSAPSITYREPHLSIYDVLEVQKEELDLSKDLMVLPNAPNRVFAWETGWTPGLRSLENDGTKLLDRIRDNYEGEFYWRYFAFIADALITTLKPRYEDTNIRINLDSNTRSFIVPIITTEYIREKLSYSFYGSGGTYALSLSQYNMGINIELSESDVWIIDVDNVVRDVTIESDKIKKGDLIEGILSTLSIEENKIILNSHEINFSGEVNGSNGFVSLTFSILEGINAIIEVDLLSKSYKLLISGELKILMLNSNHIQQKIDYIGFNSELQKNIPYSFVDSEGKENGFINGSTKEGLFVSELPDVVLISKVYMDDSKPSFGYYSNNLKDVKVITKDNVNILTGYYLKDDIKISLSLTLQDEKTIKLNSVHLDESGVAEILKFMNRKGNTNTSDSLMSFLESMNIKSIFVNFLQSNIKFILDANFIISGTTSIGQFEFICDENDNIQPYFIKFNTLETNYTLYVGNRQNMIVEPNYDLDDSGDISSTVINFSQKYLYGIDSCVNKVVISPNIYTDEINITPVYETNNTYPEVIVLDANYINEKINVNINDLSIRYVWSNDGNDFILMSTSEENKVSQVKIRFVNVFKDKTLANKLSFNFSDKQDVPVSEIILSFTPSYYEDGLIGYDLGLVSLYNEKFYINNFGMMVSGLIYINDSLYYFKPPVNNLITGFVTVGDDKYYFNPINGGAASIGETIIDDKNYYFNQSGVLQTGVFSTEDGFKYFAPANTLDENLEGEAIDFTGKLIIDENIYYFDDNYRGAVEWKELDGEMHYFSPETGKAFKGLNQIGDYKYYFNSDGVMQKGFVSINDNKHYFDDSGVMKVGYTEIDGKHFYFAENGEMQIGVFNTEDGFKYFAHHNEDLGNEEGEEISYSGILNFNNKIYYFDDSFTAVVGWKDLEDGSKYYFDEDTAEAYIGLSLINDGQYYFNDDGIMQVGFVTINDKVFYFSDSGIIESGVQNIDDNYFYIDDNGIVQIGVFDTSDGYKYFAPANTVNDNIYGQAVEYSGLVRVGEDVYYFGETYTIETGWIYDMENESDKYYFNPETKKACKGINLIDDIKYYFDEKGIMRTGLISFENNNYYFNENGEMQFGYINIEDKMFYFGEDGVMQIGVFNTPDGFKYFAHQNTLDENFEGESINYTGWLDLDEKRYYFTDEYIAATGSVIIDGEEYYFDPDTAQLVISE
* marks the source's active call; other numbers are inactive results. The list is partial. The share of hits here may be higher or lower than overall.

> OC[C@H]1[C@H](c2ccc(Br)cc2)[C@@H]2CN(Cc3ccccn3)CCCCN12
  TcdB inh = -0.5

> COc1ccc(NC(=O)N(C)C[C@H]2Oc3c(NC(=O)Nc4ccc(F)cc4)cccc3C(=O)N([C@H](C)CO)C[C@H]2C)cc1
  TcdB inh = 0.2

> CC=Cc1ccc2n(c1=O)C[C@@H]1[C@@H](CO)[C@H](C(=O)N3CCCCC3)N(Cc3ccccc3)[C@H]21 (mixture of isomers)
  TcdB inh = -6.3

> CCC(=O)N1[C@@H](CO)[C@@H](c2ccc(-c3cccc(OC)c3)cc2)C12CN(C(C)=O)C2
  TcdB inh = 0.7

> CCCNC(=O)[C@@H]1[C@@H](CO)[C@@H]2Cn3c(ccc(-c4cccnc4)c3=O)[C@@H]2N1CCC
  TcdB inh = 0.1

> COCC(=O)N1CC(=O)N2[C@H](C1)[C@H](c1ccc(C#Cc3cccnc3)cc1)[C@@H]2CO
  TcdB inh = -0.1

> COc1cccc(CNC(=O)C[C@@H]2CC[C@@H]3[C@H](COc4ccc(NS(=O)(=O)c5ccccc5F)cc4C(=O)N3C)O2)c1
  TcdB inh = 0.2

> C[C@@H]1CCCCO[C@H](CN(C)C(=O)CCC(F)(F)F)[C@@H](C)CN([C@@H](C)CO)C(=O)c2cc(NC(=O)c3ccccc3)ccc2O1
  TcdB inh = 0.2

> COc1cccc(S(=O)(=O)Nc2ccc3c(c2)[C@H]2C[C@H](CC(=O)N(C)C)O[C@H](CO)[C@H]2O3)c1
  TcdB inh = -0.1

> COc1ccccc1-c1cnc2c(c1)C(=O)N([C@@H](C)CO)C[C@@H](C)[C@@H](CN(C)C(=O)CN(C)C)O2
  TcdB inh = -1.5

> CC(C)NC(=O)Nc1ccc2c(c1)C(=O)N([C@@H](C)CO)C[C@H](C)[C@H](CN(C)S(=O)(=O)c1cccs1)OCCCC[C@@H](C)O2
  TcdB inh = 0.4

> O=C(N[C@@H]1CC[C@H](CCNS(=O)(=O)Cc2ccccc2)O[C@H]1CO)c1ccc2c(c1)OCO2
  TcdB inh = 0.1

> C[C@H]1CN([C@@H](C)CO)C(=O)c2cccc(NS(C)(=O)=O)c2O[C@H]1CN(C)C(=O)Nc1ccc(F)cc1
  TcdB inh = 0.4

> C[C@H]1CN([C@@H](C)CO)C(=O)c2cc(NS(=O)(=O)c3ccc(Cl)cc3)ccc2O[C@@H]1CN(C)Cc1ccc(Cl)c(Cl)c1
  TcdB inh = -1.5

> CNC[C@H]1Oc2c(cccc2N(C)C)C(=O)N([C@H](C)CO)C[C@H]1C
  TcdB inh = -1.3

> CCC(=O)N1C[C@H](C)[C@H](OC)CN(C)C(=O)c2cc(NC(=O)C3CC3)ccc2OC[C@@H]1C
  TcdB inh = -0.7

> C[C@H](CO)N1C[C@H](C)[C@@H](CN(C)Cc2ccncc2)Oc2cc(C3=CCCC3)ccc2S1(=O)=O
  TcdB inh = 0.4

> CCCNC(=O)C[C@@H]1CC[C@@H]2[C@H](COC[C@H](O)CN2C(=O)Nc2ccc(Cl)c(Cl)c2)O1
  TcdB inh = -3.6

> C[C@@H]1CN([C@@H](C)CO)S(=O)(=O)c2ccc(-c3cccc(F)c3)cc2O[C@H]1CN(C)C
  TcdB inh = 0.0

> C[C@@H]1CCCCO[C@@H](CN(C)C(=O)c2ccccc2)[C@H](C)CN([C@H](C)CO)C(=O)c2cc(NS(=O)(=O)c3ccc(Cl)cc3)ccc2O1
  TcdB inh = 1.1

> O=C(C[C@H]1CC[C@@H]2[C@H](COC[C@H](O)CN2Cc2ccccc2)O1)N1CCOCC1
  TcdB inh = 1.0

> CC(C)C(=O)Nc1ccc2c(c1)C(=O)N(C)[C@@H]1CC[C@H](CC(=O)Nc3ccccc3)O[C@H]1CO2
  TcdB inh = -0.6

> C[C@@H]1CN([C@H](C)CO)C(=O)c2cc(NC(=O)c3ccccc3)ccc2O[C@@H](C)CCCCO[C@@H]1CN(C)Cc1ccc(Cl)c(Cl)c1
  TcdB inh = 0.5

> O=C(Nc1cccc(Cl)c1)N[C@H]1CC[C@@H](CCNC(=O)C2CCCC2)O[C@H]1CO
  TcdB inh = -0.7

> COc1cccc(NC(=O)C[C@@H]2CC[C@@H]3[C@H](COc4ccc(NC(=O)C5CCCC5)cc4C(=O)N3C)O2)c1
  TcdB inh = -0.4

> C[C@H](CO)N1C[C@H](C)[C@@H](CN(C)Cc2ccc(-c3ccccc3)cc2)Oc2ccc(NC(=O)C3CCCCC3)cc2CC1=O
  TcdB inh = 0.1

> CCCNC(=O)[C@H]1[C@H](CO)[C@H]2Cn3c(cccc3=O)[C@@H]1N2Cc1cccc(Cl)c1
  TcdB inh = -2.0

> COc1ccc(NC(=O)N(C)C[C@H]2OCCCC[C@@H](C)Oc3ccc(NS(=O)(=O)c4cccs4)cc3C(=O)N([C@H](C)CO)C[C@@H]2C)cc1
  TcdB inh = -8.0

> COc1ccc2c3c([nH]c2c1)[C@H](CO)N(Cc1ccccc1F)CC31CN(C(=O)C2CCC2)C1
  TcdB inh = 0.9

> COc1cccc(-c2ccc3n(c2=O)C[C@@H]2[C@@H](CO)[C@H](C(=O)N4CCCCC4)N(C)[C@H]32)c1
  TcdB inh = 1.2

> CCS(=O)(=O)Nc1ccc2c(c1)C(=O)N(C)C[C@@H](OC)[C@@H](C)CN(C(=O)C1CCC1)[C@@H](C)CO2
  TcdB inh = 1.2

> COCC(=O)N1CCCCN2[C@H](CO)[C@H](c3ccc(-c4ccc(F)cc4)cc3)[C@@H]2C1
  TcdB inh = -0.6

> C[C@H]1CN([C@@H](C)CO)C(=O)Cc2cc(NC(=O)Nc3ccc4c(c3)OCO4)ccc2O[C@@H]1CN(C)C(=O)Nc1ccc2c(c1)OCO2
  TcdB inh = 0.5

> C/C=C/c1ccc([C@H]2[C@@H](CO)N3CCCCN(C(=O)Cc4ccncc4)C[C@@H]23)cc1
  TcdB inh = -9.3

> C[C@@H]1CN([C@@H](C)CO)C(=O)c2cccc(NS(C)(=O)=O)c2O[C@H]1CN(C)S(=O)(=O)c1cccs1
  TcdB inh = -1.2

> CC=Cc1ccc2n(c1=O)C[C@H]1[C@H](CO)[C@@H](C(=O)NCC3CC3)[C@@H]2N1CCC (mixture of isomers)
  TcdB inh = 0.5

> CCNC(=O)[C@H]1[C@H](CO)[C@H]2Cn3c(ccc(/C=C/c4ccccc4)c3=O)[C@@H]1N2C(=O)c1ccncc1
  TcdB inh = 1.2

> CCN1[C@@H]2c3ccc(-c4ccccc4F)c(=O)n3C[C@H]1[C@H](CO)[C@H]2C(=O)N1CCOCC1
  TcdB inh = -1.2

> C[C@@H]1CCCCO[C@H](CN(C)Cc2ccc(C(=O)O)cc2)[C@@H](C)CN([C@H](C)CO)C(=O)c2cc(NC(=O)c3ccccc3)ccc2O1
  TcdB inh = 0.8

> Cc1ccccc1-c1ccc([C@H]2[C@@H](CO)N3CCCCN(C(=O)Nc4cccc(F)c4)C[C@H]23)cc1
  TcdB inh = 0.6

> C[C@@H]1CN([C@@H](C)CO)C(=O)Cc2cc(NC(=O)CCC(F)(F)F)ccc2O[C@H]1CN(C)S(=O)(=O)c1ccccc1
  TcdB inh = 1.0

> COc1ccc(NC(=O)Nc2ccc3c(c2)C(=O)N([C@@H](C)CO)C[C@@H](C)[C@@H](CN(C)C(=O)Nc2ccc(OC)cc2)O3)cc1
  TcdB inh = 0.5

> CO[C@@H]1CN(C)C(=O)c2cc(NC(C)=O)ccc2OC[C@H](C)N(Cc2cc(F)ccc2F)C[C@@H]1C
  TcdB inh = -0.9

> CO[C@@H]1CN(C)C(=O)c2ccc(NC(=O)Cc3ccccc3)cc2OC[C@H](C)N(CC2CC2)C[C@@H]1C
  TcdB inh = 0.8

> CN(C)C(=O)C[C@H]1CC[C@@H]2[C@H](COC[C@H](O)CN2CC2CC2)O1
  TcdB inh = -1.5

> COc1ccc2c3c(n(C)c2c1)[C@H](CO)N(C(=O)Nc1ccc(F)cc1)CC31CN(Cc2ccccn2)C1
  TcdB inh = -7.2

> C[C@H]1CN([C@@H](C)CO)C(=O)Cc2cc(NS(=O)(=O)c3cn(C)cn3)ccc2O[C@H]1CN(C)S(=O)(=O)c1cn(C)cn1
  TcdB inh = 0.6

> Cc1ccccc1S(=O)(=O)N[C@@H]1CC[C@H](CCn2cc(Cc3ccccc3)nn2)O[C@@H]1CO
  TcdB inh = 0.5

> CC(=O)N(C)C[C@@H]1Oc2cc(C#Cc3cccc(F)c3)ccc2S(=O)(=O)N([C@@H](C)CO)C[C@H]1C
  TcdB inh = 0.1

> COc1ccc(NC(=O)Nc2ccc3c(c2)C(=O)N([C@H](C)CO)C[C@@H](C)[C@H](CN(C)C(=O)CCCN(C)C)OCCCC[C@@H](C)O3)cc1
  TcdB inh = -0.4

> C[C@H](CO)N1C[C@H](C)[C@H](CN(C)C(=O)Nc2ccccc2)Oc2ccc(NS(=O)(=O)c3cccs3)cc2CC1=O
  TcdB inh = -1.2

> COc1ccc(S(=O)(=O)Nc2ccc3c(c2)C(=O)N([C@H](C)CO)C[C@@H](C)[C@H](CN(C)Cc2ccc(Cl)c(Cl)c2)O3)cc1
  TcdB inh = 0.4

> C[C@H](CO)N1C[C@H](C)[C@@H](CN(C)C(=O)NC2CCCCC2)Oc2ncc(C#CCN(C)C)cc2C1=O
  TcdB inh = 0.7

> O=C(C[C@@H]1CC[C@H]2[C@@H](COC[C@@H](O)CN2Cc2nccs2)O1)NCc1ccc(F)cc1
  TcdB inh = 0.6

> COc1ccc(S(=O)(=O)Nc2ccc3c(c2)CC(=O)N([C@H](C)CO)C[C@@H](C)[C@@H](CN(C)S(=O)(=O)c2ccc(Cl)cc2)O3)cc1
  TcdB inh = 0.2

> CO[C@@H]1CN(C)C(=O)c2ccc(NS(C)(=O)=O)cc2OC[C@H](C)N(CC2CCCCC2)C[C@@H]1C
  TcdB inh = 0.6

> CO[C@@H](CN(C)C(=O)c1cc(Cl)cc(Cl)c1)[C@@H](C)CN(C(=O)Nc1ccc(F)cc1)[C@@H](C)CO
  TcdB inh = -0.7

> COc1ccccc1-c1cnc2c(c1)C(=O)N([C@H](C)CO)C[C@@H](C)[C@H](CN(C)C(=O)CC1CC1)O2
  TcdB inh = -0.4

> Cc1nc(S(=O)(=O)N2CCN(Cc3cccc(OCCO)c3)CC2)cn1C
  TcdB inh = -0.3

> C/C=C/c1cnc2c(c1)C(=O)N([C@H](C)CO)C[C@@H](C)[C@H](CN(C)C(=O)Nc1ccc(F)cc1)O2
  TcdB inh = -1.2

> C[C@@H](NC(=O)C[C@@H]1CC[C@H]2[C@@H](COc3ccc(NS(=O)(=O)c4ccc(Cl)cc4)cc3C(=O)N2C)O1)c1ccccc1
  TcdB inh = 1.1

> O=C(c1cccc(F)c1)N1CC(=O)N2[C@H](CO)[C@H](c3ccc(-c4cccnc4)cc3)[C@@H]2C1
  TcdB inh = 1.0

> Cc1ccc(S(=O)(=O)Nc2ccc3c(c2)C(=O)N([C@@H](C)CO)C[C@H](C)[C@@H](CN(C)C(=O)Nc2ccc(C(F)(F)F)cc2)O3)cc1
  TcdB inh = 0.8

> COc1cccc(-c2ccc3n(c2=O)C[C@H]2[C@H](CO)[C@@H](C(=O)N(C)C)[C@@H]3N2Cc2cncnc2)c1
  TcdB inh = -2.0

> C[C@@H]1CN([C@H](C)CO)C(=O)c2cc(NC(=O)C3CCCCC3)ccc2O[C@@H](C)CCCCO[C@@H]1CN(C)C(=O)Nc1ccc2c(c1)OCO2
  TcdB inh = 0.2

> CCCC#Cc1cnc2c(c1)C(=O)N([C@H](C)CO)C[C@H](C)[C@H](CN(C)Cc1ccc(F)cc1)O2
  TcdB inh = -1.6

> CC(C)C#Cc1cnc2c(c1)C(=O)N([C@H](C)CO)C[C@@H](C)[C@@H](CN(C)C(=O)Cc1ccncc1)O2
  TcdB inh = -1.8

> CCC(=O)Nc1ccc2c(c1)C(=O)N(C)[C@H]1CC[C@H](CC(=O)NCCCN(C)C)O[C@@H]1CO2
  TcdB inh = -1.1

> C[C@@H]1CN([C@@H](C)CO)C(=O)c2cc(NC(=O)CCCN(C)C)ccc2O[C@H]1CN(C)S(=O)(=O)c1ccc(Cl)cc1
  TcdB inh = -1.3

> Cc1ccc(S(=O)(=O)N(C)C[C@H]2Oc3ccc(NC(=O)NC4CCCCC4)cc3CC(=O)N([C@@H](C)CO)C[C@H]2C)cc1
  TcdB inh = -0.3

> CO[C@H]1CN(C)C(=O)c2ccc(NC(=O)Nc3ccc(F)cc3)cc2OC[C@H](C)NC[C@H]1C
  TcdB inh = -0.2

> COc1ccccc1-c1ccc2c(c1)O[C@@H](CN(C)S(=O)(=O)c1ccc(C)cc1)[C@H](C)CN([C@@H](C)CO)S2(=O)=O
  TcdB inh = -1.9

> COCC(=O)N1CC2(CCN(Cc3cccnc3)CC2)c2c(n(C)c3cc(OC)ccc23)[C@H]1CO
  TcdB inh = 0.5

> O=C(C[C@@H]1CC[C@@H]2[C@H](COC[C@@H](O)CN2C(=O)Nc2ccc(F)cc2)O1)NCCc1ccccc1
  TcdB inh = 0.9

> CCCNC(=O)N(C)C[C@H]1Oc2ncc(C3=CCCCC3)cc2C(=O)N([C@H](C)CO)C[C@@H]1C
  TcdB inh = 1.1

> C[C@H](CO)N1C[C@H](C)[C@@H](CN(C)S(=O)(=O)c2ccc(F)cc2)OCCCC[C@H](C)Oc2ccc(NC(=O)CCCN(C)C)cc2C1=O
  TcdB inh = 0.5

> [N-]=[N+]=Nc1ccccc1C[C@]1(C(=O)NCc2ccccc2)COC(c2ccc(OCCCO)cc2)=N1
  TcdB inh = 0.3

> O=C(NC1CCCCC1)[C@@H]1[C@@H](CO)[C@@H]2Cn3c(cccc3=O)[C@H]1N2CC1CCCC1
  TcdB inh = -8.4

> C[C@@H]1CN([C@@H](C)CO)S(=O)(=O)c2ccc(/C=C/c3ccccc3)cc2O[C@H]1CN(C)C(=O)NC1CCCC1
  TcdB inh = -1.1

> O=C(C[C@@H]1CC[C@@H]2[C@H](COC[C@H](O)CN2Cc2cc(F)ccc2F)O1)N1CCc2ccccc2C1
  TcdB inh = 0.4

A different layout for 3 compounds above:
smiles | TcdB inh
C[C@@H]1CN([C@@H](C)CO)S(=O)(=O)c2ccc(/C=C/c3ccccc3)cc2O[C@H]1CN(C)C(=O)NC1CCCC1 | -1.1
C[C@H](CO)N1C[C@H](C)[C@@H](CN(C)S(=O)(=O)c2ccc(F)cc2)OCCCC[C@H](C)Oc2ccc(NC(=O)CCCN(C)C)cc2C1=O | 0.5
[N-]=[N+]=Nc1ccccc1C[C@]1(C(=O)NCc2ccccc2)COC(c2ccc(OCCCO)cc2)=N1 | 0.3
